# P. falciparum M1AAP – P. falciparum M1AAP inhibitors, biochemical, fluorogenic H-Leu-NHMec substrate, 1536-well (AID 1445). Aminopeptidase N (Plasmodium falciparum (isolate 3D7)). recombinant M1AAP, H-Leu-NHMec fluorogenic kinetic assay; higher % means a stronger effect. inhibition, % at 30 µM, or IC50 in µM where a hit was titrated. 220,000 tested, 0.42% active;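 active = primary inhibition above the hit cutoff, then over 50% inhibition at one or more dose response concentrations, cut at about 23% in these data, passing the limit was not always enough; inconclusive = conflicting primary data, or primary hits not chosen for dose response; inactive = low primary inhibition, or under 50% at every dose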;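 also: plate controls were DMSO full reaction for no effect and no enzyme background for full effect; strong numbers were not always called active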
# AID2073 – inhibitors of Mint1-CaV2.2 protein interaction, biochemical, HTRF (AID 2073) | HTRF protein-protein interaction, Mint1-CaV2.2; higher % means a stronger effect | one-dose inhibition, % at 20 µM; IC50 in µM for titrated hits | 290,000 tested, 0.19% active; in the data active = inhibition mostly above about 51%, no sharp cut-off; inconclusive = no clear call, values can overlap the other calls; inactive = mostly below about 53%; also: some results filed as inactive read as strong as hits
# Hep lipid drop – inhibitors of hepatocyte lipid droplet formation, primary screen, imaging, high-throughput imaging, BODIPY stain; AML12 mouse hepatocytes, oleate lipid droplets; inhibition, % at 6.5 µM; 240,000 tested, 0.4% active; AID 1656, 2009;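 active = lipid droplet intensity inhibited by at least 50%, with more than 500 cells counted; inconclusive = wells with under 300 cells, treated as cytotoxic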
#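 Technique: fluorescence imaging, 20x objective, two fields per well / Assay system: AML12 hepatocytes (mouse) / Measure: % inhibition of lipid droplet signal / Doses: 6.5 µM single-point dosing / Incubation: overnight exposure / Reagent: 100 µM oleic acid challenge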
# XIAP antagonists – XIAP antagonists, biochemical, IAP family, fluorescence polarization (AID 1018); E3 ubiquitin-protein ligase XIAP (Homo sapiens); XIAP BIR domain, fluorescence polarization peptide displacement; higher % means a stronger effect; one-dose displacement, % at 20 µM; IC50 in µM for titrated hits; 200,000 tested, 0.007% active; in the data active = displacement above about 50%; also: a part of the inactive calls stands beside numbers as strong as those of hits
# Siah-1 displacement – Siah-1 peptide-binding antagonists, primary screen, biochemical, fluorescence polarization, rhodamine-plectin, uHTS (AID 1817); Siah-1 / rhodamine-plectin peptide fluorescence polarization; higher % means a stronger effect; E3 ubiquitin-protein ligase SIAH1 (Homo sapiens); displacement, % at 20 µM, or IC50 in µM where a hit was titrated; 290,000 tested, 0.02% active;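 active = displacement of at least 50% at 20 µM, with a fluorescence ratio check between 0.3 and a set limit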;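 also: plate controls were Siah plus tracer with DMSO for no effect and tracer alone without Siah for full effect; strong numbers were not always called active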
# LYP phosphatase – inhibitors of LYP phosphatase, biochemical, fluorescence intensity, uHTS (AID 1779); Tyrosine-protein phosphatase non-receptor type 22 (Homo sapiens); 290,000 tested, 0.054% active; one-dose inhibition, % at 11.5 µM; IC50 in µM for titrated hits; recombinant LYP phosphatase, fluorescence intensity; higher % means a stronger effect;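 also: plate controls were vehicle with enzyme for no effect and no enzyme for full effect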
# P. falciparum M17LAP – P. falciparum M17LAP inhibitors, primary screen, biochemical, fluorogenic H-Leu-NHMec substrate, 1536-well (AID 1619). Leucine aminopeptidase (Plasmodium falciparum (isolate 3D7)). 220,000 tested, 0.38% active. inhibition, % at 30 µM, or IC50 in µM where a hit was titrated. recombinant M17LAP, H-Leu-NHMec fluorogenic kinetic assay; higher % means a stronger effect;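 active = compound inhibiting the enzyme by more than half at any dose during confirmatory dose-response retesting; inconclusive = strong single-dose inhibitors picked by rank but not retested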;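 also: plate controls were full reaction with DMSO carrier for no effect and no enzyme background for full effect; strong numbers were not always called active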
# HEK293 NOD2/NF-kB – NOD2 signaling inhibitors, cell-based, luminescence, uHTS, HEK293 (AID 1566). HEK293 NOD2/NF-kB luciferase reporter, luminescence; higher % means a stronger effect. inhibition, % at 4 µM; hits with a dose series show EC50 in µM. 290,000 tested, 0.63% active; also: many of its hits are not listed in these tables
# CSM14.1 death rescue – rescue of cells from ER stress-induced death, primary screen, 384-well, CSM14.1, thapsigargin, ATP luminescence (AID 1222) | CSM14.1 thapsigargin-induced death rescue, ATP luminescence; higher % means a stronger effect | cellular ATP content (survival), % at 20 µM; hits with a dose series show EC50 in µM | 190,000 tested, under 10 active;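 active = EC50 below 50 µM in the dose-response confirmation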;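 also: death triggered by thapsigargin at about 15 µM added after 2 h compound pretreatment; cell ATP read after overnight thapsigargin exposure of roughly 18 to 22 hours; normalized against plate controls of thapsigargin alone and 5% DMSO vehicle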
# Hep lipid drop cells 6.5 µM – second read-out of Hep lipid drop, no call of its own (marks repeat the call); cell count; measured here: cell count, cytotoxicity flag;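 cells counted across two imaged fields per well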
# An asterisk follows results filed as active; ? = inconclusive; · = not tested or not shown. Rule as the data show it, unless noted: active = inhibition above about 50%; inactive = the rest. The list is partial, so the mix of outcomes need not match the whole.
SMILES,P. falciparum M1AAP,AID2073,Hep lipid drop,Hep lipid drop cells 6.5 µM,XIAP antagonists,Siah-1 displacement,LYP phosphatase,P. falciparum M17LAP,HEK293 NOD2/NF-kB,CSM14.1 death rescue
CCN(CC(=O)Nc1ccccc1Br)Cc1nc2ccccc2c(=O)[nH]1,-9.7%,47.2%,·,·,-7.6%,0.1%,-2.4%,9.4%,10.5%,1.4%
Cc1ccc(C(=O)N2CCCC(c3ccccc3)=N2)cc1,-3.5%,-6.5%,-1.2,746,-3.4%,15.3%,2.1%,2.6%,7.9%,0.9%
CCCNC(=O)c1cccc(NC(=O)C(C)C)c1,-0.1%,6.1%,6.2,648,-4.8%,4.3%,-5.7%,-3.1%,6.0%,-0.5%
CS(=O)(=O)N(CC(=O)NCC1CCCO1)c1cccc([N+](=O)[O-])c1 (stereo not drawn),4.7%,0.3%,-3.6,678,-6.2%,6.6%,-12.3%,-4.7%,12.0%,-0.2%
Cc1ccc(S(=O)(=O)Cn2nnnc2C(C(C)C)N2CCC(O)CC2)cc1 (stereo not drawn),·,2.1%,-3.0,802,·,4.2%,-3.7%,·,13.6%,·
Cc1cc(NC(=O)C2CC(=O)N(c3ccccc3)C2)no1 (stereo not drawn),0.3%,3.4%,-7.4,690,-1.7%,2.2%,6.6%,-10.2%,-9.2%,-2.3%
Cc1nc2ncnn2c(C)c1CCC(=O)NCc1ccco1,-1.5%,-2.4%,·,·,-4.6%,-2.6%,-10.1%,-6.3%,11.9%,0.0%
O=[N+]([O-])C(=C1Nc2ccccc2N1)/C(Cl)=C(/Cl)Br,4.4%,1.1%,-41.9,744,-1.1%,1.5%,0.1%,10.0%,-13.6%,-1.4%
Cc1ccc(C)c(N2N=C(C(=O)Nc3nccs3)CCC2=O)c1,8.3%,-2.6%,4.7,689,-3.0%,1.4%,2.2%,14.6%,9.6%,-0.4%
O=Cc1c(NCc2ccccc2)c2ccccc2[nH]c1=O,·,0.7%,14.3,873,·,2.6%,-0.2%,·,-8.6%,·
CC(O)(CS(=O)(=O)Cc1ccccc1)c1ccc(Cl)cc1 (stereo not drawn),·,6.7%,·,·,·,-4.1%,-8.8%,·,2.4%,·
CC1C=CCC2C(=O)N(c3cccc(C(=O)Nc4ccc(F)cc4)c3)C(=O)C12 (stereo not drawn),·,2.9%,4.9,822,·,2.0%,-8.6%,·,2.3%,·
CC(/C=N/NC(=O)c1cc(C(C)C)[nH]n1)=C\c1ccccc1,-5.7%,6.0%,-7.8,602,-0.1%,0.8%,0.2%,4.4%,8.9%,-2.3%
COc1ccccc1NS(=O)(=O)c1cc(NC(=O)c2ccncc2)ccc1N1CCOCC1,6.5%,-23.0%,-34.3,642,-8.5%,-3.9%,3.7%,-12.6%,16.0%,-1.3%
CCCSc1nnc2n(Cc3ccccc3)c(=O)c3c4c(sc3n12)CCC4,·,-4.7%,·,·,-0.2%,3.8%,-2.8%,·,17.6%,-0.3%
C=CCn1c(C)cc(C2=NNC(=NCC)SC2)c1C,7.5%,2.9%,1.3,672,-6.6%,-3.7%,4.7%,15.9%,92.6%*,-6.8%
COc1ccc(/C=N/NC(=O)c2ccc(N)cc2)cc1Cn1cc([N+](=O)[O-])cn1,16.6%,13.5%,4.9,675,-2.3%,-9.0%,15.1%,-5.7%,2.7%,-3.9%
Cc1cc(C)n(CCCNC(=O)c2ccc3c(c2)NC(=O)CS3)n1,-1.8%,21.6%,2.1,743,-6.6%,3.6%,-1.8%,6.3%,-19.7%,-3.4%
COc1ccc2ccccc2c1/C=N/n1cnnc1,·,-1.0%,1.7,821,·,-2.3%,-1.2%,·,-15.7%,·
CC1CCN(CCCNC(=O)c2cc3c(Cl)nc4ccccc4c3s2)CC1,3.9%,-16.5%,-44.5,587,1.6%,5.6%,-4.6%,10.3%,3.6%,-6.5%
O=C(Nc1nc2c(s1)CCCC2)C1COc2ccccc2O1 (stereo not drawn),-2.6%,2.2%,23.7,613,-4.3%,-0.7%,-1.9%,-1.6%,-103.2%,·
CCOC(=O)c1sc(NC(=O)c2cc(-c3cccc(O)c3)on2)c(C(=O)OCC)c1C,3.1%,21.7%,-1.3,655,-2.1%,5.8%,-2.4%,6.5%,11.7%,6.1%
CCOc1ccc(N2C(=O)CC(Sc3nc(C)cc(C)n3)C2=O)cc1 (stereo not drawn),-3.3%,-5.1%,·,·,-2.0%,0.8%,-9.9%,-0.2%,15.4%,-0.2%
NC(=O)CC(NC(=O)c1cccc(Br)c1)c1ccc(NC2CCCCCCCCCCC2)c([N+](=O)[O-])c1 (stereo not drawn),·,5.6%,3.0,772,·,2.8%,-5.1%,·,-0.7%,·

# Of the compounds above, these have an aryl methoxy group.
SMILES,P. falciparum M1AAP,AID2073,Hep lipid drop,Hep lipid drop cells 6.5 µM,XIAP antagonists,Siah-1 displacement,LYP phosphatase,P. falciparum M17LAP,HEK293 NOD2/NF-kB,CSM14.1 death rescue
COc1ccccc1NS(=O)(=O)c1cc(NC(=O)c2ccncc2)ccc1N1CCOCC1,6.5%,-23.0%,-34.3,642,-8.5%,-3.9%,3.7%,-12.6%,16.0%,-1.3%
COc1ccc(/C=N/NC(=O)c2ccc(N)cc2)cc1Cn1cc([N+](=O)[O-])cn1,16.6%,13.5%,4.9,675,-2.3%,-9.0%,15.1%,-5.7%,2.7%,-3.9%
COc1ccc2ccccc2c1/C=N/n1cnnc1,·,-1.0%,1.7,821,·,-2.3%,-1.2%,·,-15.7%,·

# Remaining list, next part.
SMILES,P. falciparum M1AAP,AID2073,Hep lipid drop,Hep lipid drop cells 6.5 µM,XIAP antagonists,Siah-1 displacement,LYP phosphatase,P. falciparum M17LAP,HEK293 NOD2/NF-kB,CSM14.1 death rescue
c1ccc(-c2c[n+]3c(n2-c2ccccc2)SCC3)cc1,0.7%,2.3%,4.9,730,·,4.8%,-2.5%,-1.6%,22.1%,·
CCN(c1cccc(C)c1)S(=O)(=O)c1ccc2c(c1)CCN2C(C)=O,11.5%,-1.9%,·,·,-6.1%,2.5%,-0.4%,-2.9%,-4.0%,-1.4%
COc1cccc(C2=NN(C(=O)c3ccccc3)C(O)(C(F)(F)F)C2)c1 (stereo not drawn),8.9%,-2.9%,1.3,730,-11.0%,1.2%,3.7%,5.0%,-12.6%,-1.2%
O=c1c(Cl)c(Cl)cnn1-c1ccccc1,-1.2%,-6.0%,-19.5,572,-9.1%,-2.6%,-0.4%,2.0%,12.9%,-3.2%
Fc1ccc(-c2nn3c(C4COc5ccccc5O4)nnc3s2)cc1 (stereo not drawn),-3.1%,-9.9%,·,·,-2.6%,1.5%,5.5%,12.4%,-51.3%,-1.2%
C=CCn1c2ccccc2c2nnc(SCc3ccc4nonc4c3)nc21,11.2%,15.4%,-5.4,687,-7.2%,-1.3%,5.0%,2.1%,11.2%,·
CCc1nc(NC(C)C)c2oc3ccccc3c2n1,-1.6%,20.0%,-5.4,714,-0.5%,9.4%,-7.7%,-3.6%,12.1%,-0.2%
CCSc1ncc(Cl)c(C(=O)N(Cc2ccc(N(C)C)cc2)C2CCS(=O)(=O)C2)n1 (stereo not drawn),2.8%,-1.0%,0.5,751,-6.1%,0.8%,-4.1%,3.0%,2.2%,-1.0%
Cc1cccc(C(=O)Nc2sc3c(c2C(=O)O)CCCC3)c1,·,8.4%,-1.2,844,·,-1.3%,-4.2%,·,·,·
Clc1ccc2c(N3CCOCC3)ccnc2c1,·,8.8%,-6.9,805,·,-3.2%,-8.0%,·,14.4%,·
O=C(CCl)Nc1c2c(nn1-c1ccccc1)CSC2,·,19.7%,-12.0,643,·,1.9%,-7.7%,·,·,·
CCCCC(=O)Nc1ccc(N2CCN(c3ccc(F)cc3)CC2)cc1,·,10.9%,·,·,·,10.7%,-6.9%,·,-3.1%,·
CSc1cccc(NC(=S)N(Cc2ccc(C)cc2)Cc2cccnc2)c1,3.9%,-9.2%,-33.9,746,-13.3%,9.0%,3.9%,-2.9%,6.7%,-1.1%
COC(=O)c1sc(N)c(C(=O)OC)c1COC(=O)C12CC3CC(CC(O)(C3)C1)C2,·,6.2%,18.5,808,·,-0.2%,-6.6%,·,-11.1%,·
NC(=O)C1(N2CCCCC2)CCN(C(=O)c2ccc(C#CC3(O)CCCCC3)cc2)CC1,1.8%,-1.4%,12.0,859,0.7%,4.2%,-2.6%,23.8%,2.7%,-0.7%
Cc1cnc(NC(=O)CN2CCN(c3ccccn3)CC2)s1,13.6%,12.4%,·,·,-1.9%,-3.3%,-11.1%,17.6%,-17.6%,-1.3%
Cc1ccc(CN2C(=O)CCC2C(=O)NCc2ccco2)cc1 (stereo not drawn),1.2%,6.4%,·,·,-0.9%,5.2%,-13.2%,-8.1%,18.9%,2.8%
CCCC(=O)Nc1ccc2c(c1)nc(CN1CCN(C(=O)OCC)CC1)n2CC,·,?,-0.2,839,·,2.5%,-8.7%,·,-8.8%,·
CCOc1cc(/C=C2\SC(=S)N(N3CCOCC3)C2=O)ccc1O,9.9%,19.7%,-1.9,684,·,7.1%,-6.3%,7.2%,-26.9%,·
CC(=O)Nc1ccc(NC(=O)CNS(=O)(=O)c2ccc(C)cc2)cc1,4.9%,-5.1%,5.9,745,-5.0%,0.2%,-7.1%,-9.2%,4.3%,1.8%
CCOC(=O)C(CC(=O)Nc1nc(C(C)=O)c(C)s1)C(C)c1ccccc1 (stereo not drawn),·,17.0%,-0.9,850,·,-4.6%,-0.7%,·,-22.4%,·
Cc1oc2c(C)c(O)ccc2c(=O)c1-c1nncn1-c1ccccc1,9.0%,26.9%,2.2,718,-3.7%,-5.1%,-1.2%,5.7%,14.9%,2.4%
COc1ccc(OC)c(/C=C/c2[nH]c(=O)[nH]c(=O)c2[N+](=O)[O-])c1,·,6.0%,·,·,·,-1.6%,11.1%,·,5.0%,·
N/C(COc1ccc(C(=O)O)cc1)=N\O,0.6%,5.8%,·,·,-1.1%,2.1%,-6.7%,6.6%,8.3%,0.5%
